RGS12 GoLoco inh: RGS12 GoLoco-Gai1 interaction inhibition | Gai1:RGS12 GoLoco peptide FP, rhodamine, 10 min | Potency, µM (titrated, usually from 61.6 µM), for the others: at the highest dose activity, negative = inhibition, actives largely listed as inhibitors | 230,000 compounds, 0.44% hits; active = well fitted inhibition curve with a large enough effect, not every such curve was filed as active; inactive = no such curve, though single readings can be large or run the other way; note: % is set by controls: 0 for no effect and ±100 for the full control effect; nearly all actives have a fitted effect of over 30% in size; many of its hits are not listed in these tables
Target sequence (P63096 whole entry, looked up): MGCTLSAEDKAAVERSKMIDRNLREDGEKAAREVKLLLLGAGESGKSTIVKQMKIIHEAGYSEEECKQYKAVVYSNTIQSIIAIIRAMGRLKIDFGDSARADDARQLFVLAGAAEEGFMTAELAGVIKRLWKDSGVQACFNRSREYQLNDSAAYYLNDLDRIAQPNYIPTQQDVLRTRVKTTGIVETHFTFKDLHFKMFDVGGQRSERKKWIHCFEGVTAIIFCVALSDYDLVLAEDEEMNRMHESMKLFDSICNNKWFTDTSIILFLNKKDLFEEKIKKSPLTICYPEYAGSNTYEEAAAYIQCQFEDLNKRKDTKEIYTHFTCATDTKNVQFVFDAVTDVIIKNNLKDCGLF
aGlu spleen mod: inhibits or activates alpha-glucosidase in human spleen homogenate; P10253; human spleen homogenate, 4-MU-alpha-glucoside fluorescence; Potency, µM (doses to about 79.9 µM), for inactives: at the top dose activity change, negative = inhibition, actives largely listed as inhibitors; 240,000 compounds, 0.006% hits; AID 2112;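 note: 0% = enzyme with vehicle and -100% = no enzyme basal signal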
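Enzyme source: human spleen homogenate, 1 ug/well. Buffer 50 mM citric acid/K phosphate pH 5.0, 0.01% Tween-20. 4-MU-alpha-glucoside 1 mM; 37 C x 40 min; NaOH/glycine stop; fluorescence.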
HTT aggregate: mutant huntingtin aggregation inhibition; PC12 HttQ103-GFP aggregates, Acumen cytometry, 40 h; Potency, µM (doses to about 46.1 µM), inactives show at the highest dose activity change, negative = inhibition, actives largely listed as inhibitors; 220,000 compounds, 1.1% hits; note: % is set by controls: 0 for no effect and ±100 for the full control effect; nearly all actives have a fitted effect of over 60% in size
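Aggregate formation scored by laser-scanning cytometer (488 excitation, 500–530 emission) in lysed PC12 cells expressing Q103-GFP after 100 nM tebufenozide induction; library tested in dose series, with ATPLite reagent added in the multiplex.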
GAA inhib: blocks human lysosomal alpha-glucosidase. AID 1466. Potency, µM (top dose mostly 76.9 µM), for inactives: at the highest dose activity change, negative = inhibition, hits mostly inhibitors. P10253. purified human GAA, 4-MU-alpha-glucoside fluorescence. 200,000 compounds, 0.005% hits;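 note: plate controls were uninhibited enzyme wells for no effect and no-enzyme background for full effect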
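Activity normalized between no-enzyme (basal) and enzyme-only wells. Conditions: 4 nM human enzyme, 400 uM fluorogenic substrate, citrate/phosphate pH 5.0 with Tween-20, 20 min room temperature, compounds up to 77 uM.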
HTT ATP protect: Huntington cell model cytoprotection by ATP luminescence | 230,000 compounds, 0.14% hits | Potency, µM (doses to about 56.4 µM), for inactives: cytoprotection (ATP increase), hits mostly activators | PC12 HTT-Q103 induced, cytoprotection, ATP luminescence, 40 h;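 note: % of control where 0% means no effect; nearly all actives have a fitted effect of over 45% in size; toxic huntingtin expression switched on by the ecdysone agonist tebufenozide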
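PC12 cells with ecdysone-inducible HTT exon 1 Q103-GFP, induced with 100 nM tebufenozide and co-treated with library compounds in a dose series (1536-well, 1500 cells/well). Cytoprotection read as ATP content by ATPlite luminescence.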
GAA glycogen mod: inhibitors or activators of human alpha-glucosidase glycogen cleavage; P10253; 300,000 compounds, 0.38% hits; recombinant GAA, glycogen substrate, Amplex Red glucose oxidase fluorescence; Potency, µM (highest dose often 76.4 µM), without a hit: top-dose activity change, negative = inhibition, usual class: inhibitors;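 note: 0% = full enzyme reaction and -100% = no-enzyme basal signal; the screen sought inhibitors and activators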
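Recombinant human enzyme (4 nM); glycogen substrate; 37 C, 40 min, pH 5.0. Readout: coupled glucose oxidase/Amplex Red fluorescence.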
IMPase Li cell: cell-permeable IMPase inhibitors with lithium potentiation. CHO-M1 cells, IP1 TR-FRET (IP-One), carbachol + lithium. Potency, µM (doses to about 59.4 µM), without a hit: at the highest dose activity, negative = IMPase inhibition, hits mostly inhibitors. 210,000 compounds, 0.35% hits. AID 1457;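 note: IP1 builds up when IMPase is blocked and the TR-FRET signal falls; plate controls were basal vehicle for no effect and high inhibitor control for full effect; nearly all actives have a fitted effect of over 50% in size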
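IP1 accumulation measured by competitive TR-FRET in lysed CHO-M1 cells after 30 min compound exposure at 37C, with a small lithium addition to potentiate weak responses. Hill-equation AC50 from ratio and donor-channel data.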
Starred values were filed as active, the others as inactive; ? = inconclusive; / = no result given; [ ] = another dose, or the depositor's remark. Unless noted, calls come from the whole dose curve; as a rule, active = well fitted curve in the direction sought with a large enough effect; inconclusive = small, poorly fitted or top-dose-only effect, or another doubt; inactive = no such curve, though single readings can be large; an effect the other way counts as inactive or inconclusive. Potency is the fitted concentration of half-maximal effect.

Abbreviations: A = RGS12 GoLoco inh; B = aGlu spleen mod; C = HTT aggregate; D = GAA inhib; E = HTT ATP protect; F = GAA glycogen mod; G = IMPase Li cell
SMILES: CCOc1ccccc1NC(=O)N1CCCC(c2nc3c(nnn3Cc3ccc(C)cc3)c(=O)[nH]2)C1 (stereo not drawn)
  A = 1%	B = -2%	C = -5%	D = ?	E = -3%[10 µM]	F = -4%	G = 3%[38.3 µM]

SMILES: CCN(CC)CC(=O)NCC1(c2ccccc2)CCCC1
  A = 13%	B = -3%	C = /	D = 7%	E = /	F = 7%	G = 27%

SMILES: CCC(C)NC(=O)c1ccc2c(SCC(=O)O)c3c(nc2c1)CCCC3 (stereo not drawn)
  A = -3%	B = -1%	C = 23%	D = 8%	E = /	F = -1%	G = -12%

SMILES: Cc1ccc(S(=O)(=O)CCc2nnc(NC(=O)c3cccs3)s2)cc1
  A = -6%	B = -2%	C = ?	D = -2%	E = -4%[10 µM]	F = 13%	G = -2%

SMILES: CNC(=O)Cc1csc2ccc(Cl)cc12
  A = -2%	B = -3%	C = 11%	D = -1%	E = -8%	F = 10%	G = 0%[38.3 µM]

SMILES: CCCCOCC1CC(CC#CCN2CCCCC2)C(=O)O1 (stereo not drawn)
  A = -7%	B = -1%	C = -8%[9.22 µM]	D = 1%	E = -7%[10 µM]	F = -9%	G = 15%

SMILES: c1cncc(CNc2ncnc3sccc23)c1
  A = 5%	B = 0%	C = ?	D = -1%	E = -14%	F = 6%	G = 4%

SMILES: C=C(C)CN(CC)C(=O)c1ccc(OC2CCN(S(=O)(=O)N(C)C)CC2)cc1
  A = 11%	B = -14%	C = -3%[9.22 µM]	D = -6%	E = -15%[10 µM]	F = 1%	G = 4%

SMILES: COc1cccc(/C=C2\SC(=S)N(NC(=O)c3ccncc3)C2=O)c1
  A = 13%	B = 5%	C = -10%[9.22 µM]	D = ?	E = 0%[10 µM]	F = 16%	G = 4%

SMILES: Cc1cc(N2CCCC2)ccc1/C=C1/C(=O)N(C)C(=S)N1C
  A = 43%[activator]	B = 0%	C = 18%[9.22 µM]	D = 1%	E = -28%	F = 0%	G = 22%

SMILES: COc1ccccc1C(=O)Nc1ccc(Oc2nnc(-c3ccc(C)cc3)c3ccccc23)cc1
  A = 0%	B = -6%	C = 6%	D = 1%	E = -1%[1.9 µM]	F = -10%	G = 5%

SMILES: CC12CN3CCN(CC(C3)/C1=N/NC(=O)Nc1ccccc1)C2
  A = -2%	B = 0%	C = 18%	D = -2%	E = 6%[10 µM]	F = -15%	G = -5%

SMILES: CCN(CC)CCOc1ccccc1OC
  A = /	B = /	C = -5%	D = /	E = -15%	F = 0%[76.3 µM]	G = /

SMILES: CC(C)(C)/C(O)=C/c1nc2ccccc2[nH]c1=O
  A = 12%	B = 2%	C = -3%	D = -2%	E = -5%[10 µM]	F = -5%	G = 0%

SMILES: COc1ccc(NC(=O)NCCCN2CCCC2=O)cc1
  A = -1%	B = -5%	C = 3%	D = 2%	E = 9%[10 µM]	F = 4%	G = 2%[38.3 µM]

Compound profiles, from the list above. Order of screens: RGS12 GoLoco inh	aGlu spleen mod	HTT aggregate	GAA inhib	HTT ATP protect	GAA glycogen mod	IMPase Li cell
COc1ccccc1C(=O)Nc1ccc(Oc2nnc(-c3ccc(C)cc3)c3ccccc23)cc1 across the screens: 0%	-6%	6%	1%	-1%[1.9 µM]	-10%	5%
Cc1ccc(S(=O)(=O)CCc2nnc(NC(=O)c3cccs3)s2)cc1 across the screens: -6%	-2%	?	-2%	-4%[10 µM]	13%	-2%
Cc1cc(N2CCCC2)ccc1/C=C1/C(=O)N(C)C(=S)N1C across the screens: 43%[activator]	0%	18%[9.22 µM]	1%	-28%	0%	22%
CCCCOCC1CC(CC#CCN2CCCCC2)C(=O)O1 (stereo not drawn) across the screens: -7%	-1%	-8%[9.22 µM]	1%	-7%[10 µM]	-9%	15%

More records follow:
Abbreviations: A = RGS12 GoLoco inh; B = aGlu spleen mod; C = HTT aggregate; D = GAA inhib; E = HTT ATP protect; F = GAA glycogen mod; G = IMPase Li cell
SMILES: CCCCn1c(-c2ccco2)n[nH]c1=S
  A = -3%	B = 0%	C = 2%	D = -5%	E = 18%[10 µM]	F = -18%	G = -17%

SMILES: CN1C(C(=O)Nc2ccccn2)C(=O)c2sc(Cl)cc2S1(=O)=O (stereo not drawn)
  A = 11%	B = /	C = 14%	D = /	E = ?	F = /	G = /

SMILES: Cn1cc(CC(=O)N2CCN(c3ccccc3F)CC2)c2ccccc21
  A = 3%	B = 6%	C = 2%	D = -3%	E = -2%	F = 20%	G = 0%[38.3 µM]

SMILES: CCNc1cccc2c1C(=O)N(C)C2=O
  A = -8%	B = -3%	C = -6%	D = 1%	E = 5%[10 µM]	F = 5%	G = 2%[38.3 µM]

SMILES: c1ccc(COc2nsnc2N2CCOCC2)cc1
  A = -2%	B = -1%	C = 4%	D = 2%[15.4 µM]	E = -10%	F = 7%	G = -10%[38.3 µM]

SMILES: O=C(O)/C=C\C(=O)Nc1ccc2c(c1)C(=O)c1cc(F)ccc1-2
  A = 4%[14.2 µM]	B = /	C = /	D = /	E = -7%[10 µM]	F = /	G = -2%

SMILES: Cc1cccc(-c2n[nH]c(=S)n2/N=C/c2cccs2)c1
  A = -1%	B = 1%	C = 0%[9.22 µM]	D = /	E = 5%[10 µM]	F = ?	G = /

SMILES: CCCC(=O)c1ccc(N2CCN(C(=O)c3ccccc3)CC2)c(F)c1
  A = 3%	B = -1%	C = -9%	D = -15%	E = 5%	F = 2%	G = 32%[activator][38.3 µM]

SMILES: CC1=C(C(=O)OCCOC(C)C)C(c2cc3c(cc2Br)OCO3)CC(=O)N1 (stereo not drawn)
  A = 5%	B = -4%	C = 29%	D = ?	E = 18%	F = 2%	G = 25%[38.3 µM]

SMILES: CCn1c2ccccc2c2cc(NC(=O)c3ccc(=O)oc3)ccc21
  A = 43%[activator]	B = 10%	C = 9%[9.22 µM]	D = 4%[15.4 µM]	E = 4%[10 µM]	F = -6%	G = /

SMILES: O=[N+]([O-])c1ccc(NNC(=S)Nc2ccc(F)cc2)cc1
  A = 12%	B = 1%	C = ?	D = -7%	E = 25%[10 µM]	F = ?	G = 23%

SMILES: CCCC(=O)NC(C)C(c1cccs1)N1CCN(C)CC1 (stereo not drawn)
  A = 3%	B = -14%	C = -11%	D = -6%	E = 0%[0.074 µM]	F = 0%	G = -4%

SMILES: Cn1c(N)c(C(=O)COC(=O)CSc2ccc(Cl)cc2)c(=O)n(C)c1=O
  A = 4%	B = 2%	C = -7%	D = -5%	E = 8%[10 µM]	F = 4%	G = 10%

SMILES: CCOC(=O)c1c(NC(=O)CSc2ncccn2)sc2c1CCN(Cc1ccccc1)C2
  A = 11%	B = -1%	C = ?	D = 0%	E = 2%[0.074 µM]	F = 0%	G = 22%

SMILES: O=C(NC1CCCCC1)NC1CC2CCCC(C1)N2C1CCCC1 (stereo not drawn)
  A = -2%	B = -10%	C = 0%	D = 11%	E = 25%	F = 14%	G = 0%[38.3 µM]

Abbreviations: A = RGS12 GoLoco inh; B = aGlu spleen mod; C = HTT aggregate; D = GAA inhib; E = HTT ATP protect; F = GAA glycogen mod; G = IMPase Li cell
SMILES: CC(NC(=O)c1ccccc1)C(=O)N/N=C/c1ccccc1 (stereo not drawn)
  A = -1%	B = 5%	C = -18%	D = 2%	E = -32%[inhibitor]	F = -9%	G = -4%

SMILES: ClC(Br)=C(n1cnc2ccccc21)n1cnc2ccccc21
  A = 10%	B = -6%	C = -12%	D = -5%	E = 0%	F = 5%	G = 28%[38.3 µM]

SMILES: Cc1cc(C)n2nc(C(=O)NCc3ccccc3)cc2n1
  A = -2%	B = -2%	C = 1%	D = -1%	E = -12%	F = 6%	G = -15%[38.3 µM]

SMILES: COCC(=O)N1CCC2(CCCN(c3ccccn3)C2)CC1
  A = 9%	B = 0%	C = /	D = /	E = ?	F = /	G = -6%

SMILES: Fc1ccc(NC(=S)N2CCSC2c2cccs2)cc1 (stereo not drawn)
  A = 8%	B = 9%	C = -11%	D = -5%	E = ?	F = -4%	G = 2%

SMILES: N#CC(C#N)=C(N)/C(C#N)=C/c1ccc(O)cc1
  A = 60%[activator]	B = 11%	C = /	D = /	E = 6%[1.9 µM]	F = /	G = ?

SMILES: O=Cc1ccc(-c2nc3ccccc3s2)o1
  A = 12%	B = 3%	C = /	D = ?	E = /	F = -5%	G = -5%

SMILES: N#CC(Cc1ccc(OC(F)F)cc1)c1nc2ccccc2[nH]1 (stereo not drawn)
  A = 6%	B = -5%	C = -10%	D = 0%	E = 13%[10 µM]	F = 2%	G = 2%

SMILES: CCNC(=S)N1CCN(c2ccccc2OCC)CC1
  A = 1%	B = 4%	C = -2%	D = -2%	E = 17%[10 µM]	F = -5%	G = -4%

SMILES: CCn1c(C)nc2cc(C(=O)NNC(=S)Nc3ccc(F)cc3)ccc21
  A = 50%[activator]	B = -6%	C = 20%[9.22 µM]	D = 2%[15.4 µM]	E = 9%[10 µM]	F = ?	G = /

SMILES: Cc1ccc(C(=O)Cn2c(N3CCOCC3)nc3c2c(=O)n(C)c(=O)n3C)cc1
  A = 3%	B = -5%	C = -5%	D = 5%	E = -12%	F = 3%	G = -2%[38.3 µM]

SMILES: COc1ccc(C2C(C#N)=C(N)OC3=C2C(=O)CC(C)(C)C3)c(OC)c1OC (stereo not drawn)
  A = 0%	B = 4%	C = 20%	D = -12%	E = -4%[10 µM]	F = 0%	G = 6%[38.3 µM]

SMILES: Cc1ccc(NC(=O)c2cccc3c2C(=O)N(C2CCCCC2)C3)cc1
  A = /	B = -2%	C = -13%	D = -2%	E = -15%	F = 4%	G = /

SMILES: COc1ccc(/C(N)=N/OC(=O)c2ccc(C)c([N+](=O)[O-])c2)cc1OC
  A = -1%	B = 2%	C = 12%	D = -1%	E = -3%	F = 3%	G = 20%[38.3 µM]

SMILES: O=C1Nc2ccccc2S/C1=C\C(=O)N1CCCC1
  A = 15%	B = -11%	C = 7%	D = -2%	E = -75%[inhibitor]	F = 6%	G = ?

SMILES: COc1ccc(S(=O)(=O)NCC2CCCN(C(=O)c3cccs3)C2)cc1 (stereo not drawn)
  A = 3%	B = 4%	C = ?	D = 1%	E = 24%[10 µM]	F = 9%	G = 5%

SMILES: O=[N+]([O-])c1cc(/C=N/n2cnnc2)ccc1N1CCCC1
  A = 8%	B = -5%	C = -19%	D = -11%	E = -23%	F = 1%	G = -4%

SMILES: O=C(N/N=C1\SCC(=O)N1CCc1ccccc1)c1cccs1
  A = 5%	B = 4%	C = 14%[9.22 µM]	D = ?	E = 11%[10 µM]	F = -4%	G = 1%

Screening results as filed in PubChem BioAssay.

This is a subset (hit frequency here may not be typical).
